procasp7 counter: activates human procaspase-7, counter-screen for procaspase-3 activators. P55210. recombinant procaspase-7, Ac-DEVD-pNA absorbance 405 nm; D23A/D198A/D206A triple mutant, cannot self-cleave; scale: DMSO 0, 5 µM enzyme 100. activation, % at 8.5 µM. 330,000 tested, 0.093% active;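 active means percent activation above the screen-wide mean plus 3 SD, cut at about 25% in these data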
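signal = Epi-absorbance of released pNA at 405 nm, two timepoints | assay system = Uncleavable procaspase-7 mutant enzyme | reagent = Ac-DEVD-pNA substrate, 400 µM as added | times = 1 h enzyme–compound preincubation and 2 h substrate reaction, both 25 °C | benchmarks = low DMSO alone, high DMSO plus 5 µM PC-7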
RPL19A-GFP yeast: alters RPL19A-GFP fluorescence in TOR pathway yeast screen | 330,000 tested, 0.3% active | AID 2025 | percent response vs DMSO, % at 10 µM | S. cerevisiae RPL19A-GFP strain, flow cytometry, 3 h; active compounds read low;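 active means percent response vs DMSO below 50%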;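 further: median channel GFP fluorescence of the barcoded RPL19A-GFP strain; ratio of sample median GFP to plate DMSO average so 100% = DMSO; lower means less RPL19A-GFP as with rapamycin TOR inhibition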
proCasp3 act: activates human procaspase-3; AID 463141; recombinant procaspase-3 D3A, Ac-DEVD-pNA absorbance 405 nm; P42574; 330,000 tested, 0.11% active; activation, % at 8.5 µM;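 active means activation above the mean of all tested compounds plus 3 SD, cut at about 21% in these data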;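 further: 0% = DMSO alone and 100% = DMSO wells spiked with extra 5 µM PC-3 D3A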
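Assay system: Autoprocessing-dead procaspase-3 D3A mutant enzyme; also added: Ac-DEVD-pNA; doses: one concentration, 8.5 µM nominal, 0.8% DMSO; times: 1 h compound preincubation, 2 h substrate hydrolysis at 25 °C; technique: 405 nm absorbance of p-nitroaniline, reads at 0 and 120 min; measure: % activation between DMSO and enzyme-spiked controls; repeats: single replicate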
AHR activator: human AHR activation | activation, % at 5 µM | 320,000 tested, 2.5% active | P35869 | AHR-responsive luciferase reporter cells, luminescence; in the data active means activation above about 47%;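 further: 0% = vehicle wells and 100% = reference agonist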
Target sequence (P35869 whole entry, looked up): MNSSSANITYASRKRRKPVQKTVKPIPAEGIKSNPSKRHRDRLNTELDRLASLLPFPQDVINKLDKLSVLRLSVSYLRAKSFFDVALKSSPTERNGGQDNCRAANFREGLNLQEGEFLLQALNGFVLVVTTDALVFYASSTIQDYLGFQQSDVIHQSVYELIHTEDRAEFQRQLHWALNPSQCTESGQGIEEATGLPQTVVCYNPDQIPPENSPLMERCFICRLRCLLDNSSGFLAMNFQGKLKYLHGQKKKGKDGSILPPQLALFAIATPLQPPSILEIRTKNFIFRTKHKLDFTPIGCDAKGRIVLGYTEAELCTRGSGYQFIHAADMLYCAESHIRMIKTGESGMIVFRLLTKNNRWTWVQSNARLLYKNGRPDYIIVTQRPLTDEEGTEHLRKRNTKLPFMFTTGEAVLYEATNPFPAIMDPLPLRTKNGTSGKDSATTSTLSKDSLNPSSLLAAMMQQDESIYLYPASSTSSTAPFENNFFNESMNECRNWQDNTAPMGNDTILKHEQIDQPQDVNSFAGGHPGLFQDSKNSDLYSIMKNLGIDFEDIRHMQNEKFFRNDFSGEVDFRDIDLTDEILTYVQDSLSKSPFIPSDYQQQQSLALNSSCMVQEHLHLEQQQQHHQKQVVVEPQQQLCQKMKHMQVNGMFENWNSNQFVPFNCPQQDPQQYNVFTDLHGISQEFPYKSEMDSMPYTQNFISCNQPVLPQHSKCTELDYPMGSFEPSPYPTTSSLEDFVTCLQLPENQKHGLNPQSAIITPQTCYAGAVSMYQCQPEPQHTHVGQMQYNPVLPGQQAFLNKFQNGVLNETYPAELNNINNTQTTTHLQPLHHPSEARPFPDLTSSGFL
MEP2-GFP yeast: alters MEP2-GFP fluorescence in TOR pathway yeast screen; GFP response vs DMSO, % at 10 µM; S. cerevisiae MEP2-GFP strain, flow cytometry GFP, 3 h; 100% = DMSO control level; AID 2016; 330,000 tested, 0.51% active;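 active means GFP response versus DMSO above a set limit, roughly screen mean plus 3 SD, cut at about 180% in these data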;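 further: median GFP fluorescence of the barcode-gated MEP2-GFP cells per well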
LAP4 TOR yeast: yeast TOR pathway LAP4-GFP modulation | 320,000 tested, 0.34% active | S. cerevisiae LAP4-GFP multiplex, flow cytometry GFP, 3 h; median GFP as percent of DMSO wells | AID 2023 | GFP response vs DMSO, % at 10 µM;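 active means GFP response vs DMSO above a set limit, about the screen mean plus 3 SD, cut at about 150% in these data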
Yeast superoxide: yeast age-related superoxide inhibition as caloric restriction mimetic; S. cerevisiae aged cells, superoxide DHE fluorescence; active compounds read low; superoxide response (% of plate mean), % at 10 µM; 330,000 tested, 0.18% active; AID 2690;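 active means superoxide response under a set limit, about three screen SD below normal, cut at about 65% in these data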;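 further: yeast aged for seven days with compound at 30 °C before DHE staining; 100% = average MFI of all compound-treated wells on the plate with controls excluded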
GASC-1 inh: human JMJD2C demethylase inhibition; Q9H3R0; GST-JMJD2C(1-420) H3K9me3 demethylation, DELFIA europium; inhibition, % at 2.35 µM; 330,000 tested, 0.069% active; AID 2099;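 active means more than half of a compound's replicate wells show inhibition beyond 50%, single wells judged on their own value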;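 further: signal counts dimethyl H3K9 product captured on neutravidin plate; 0% = median of DMSO wells and 100% = 0.3 times that DMSO median; strong numbers were not always called active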
Starred values were filed as active, the others as inactive; · = no result given; [ ] = remark or other dose.

nr	SMILES	procasp7 counter	RPL19A-GFP yeast	proCasp3 act	AHR activator	MEP2-GFP yeast	LAP4 TOR yeast	Yeast superoxide	GASC-1 inh
1	Cc1ccccc1CNC(=O)C(=O)NCC1OCCCN1S(=O)(=O)c1ccc(F)cc1C (stereo not drawn)	11	103	7	5	94	82	98	4
2	COc1ccc2oc3ccc(OC)cc3c(=O)c2c1	9	98	2	7	99	104	100	3
3	N#CC1=C(N)C(C#N)(C#N)[C@H](c2c(F)cccc2F)[C@H]2CC3(CC=C12)OCCO3	-2	111	4	2	110	103	81	1
4	CC(C)(C)n1ncc2c(=O)n(CC(=O)N3CCc4ccccc43)cnc21	0	95	0	2	100	97	109	-9
5	CCN1C(=O)[C@@H]2[C@@H](c3ccc(-c4ccc(Cl)c(Cl)c4)c(OC)c3)N3CCC[C@@]3(C(=O)OC)[C@@H]2C1=O	-3	100	2	0	104	103	109	-2
6	O=C(CN1CCN(S(=O)(=O)c2ccc(F)cc2)CC1)Nc1cccc(C(F)(F)F)c1	4	100	-4	-1	104	107	94	5
7	COc1ccc(CNC(=O)[C@@H](C)NC(=O)[C@@H]2Cc3ccccc3CN2)cc1	13	102	4	0	109	103	82	·
8	O=C(CSc1nc2ccccc2[nH]1)NC1CCCc2ccccc21 (stereo not drawn)	-6	103	-3	11	96	87	114	0
9	CC(C)NC(=O)c1onc(CSc2cccc(F)c2)c1C(=O)O	10	·	0	3	·	·	·	-14
10	Cc1ccc2c(c1)sc1nc(=O)ccn12	2	98	-6	0	94	94	105	5
11	Cc1cc(C(=O)NCCCC(=O)O)c(C)o1	6	94	-4	-1	100	109	104	6
12	O=C(CN=C1NC(=O)C(c2ccccc2)(c2ccccc2)N1)NCc1ccc(F)cc1	2	106	-1	2	110	101	87	-8
13	O=C(CSc1nnnn1-c1ccccc1F)NNC(=O)c1ccco1	3	98	-2	2	101	86	91	-3
14	CC1CCCCN1CCNC(=O)c1ccc2c(c1)N(Cc1ccccc1F)C(=O)c1ccccc1S2=O (stereo not drawn)	-3	98	-5	0	90	85	89	-10
15	O=C(CN1CCN(c2ccc(F)cc2)CC1)N1CCOCC1	4	103	2	-2	101	101	99	2

Going on with the list.
nr	SMILES	procasp7 counter	RPL19A-GFP yeast	proCasp3 act	AHR activator	MEP2-GFP yeast	LAP4 TOR yeast	Yeast superoxide	GASC-1 inh
16	COc1ccc(C(=O)O/N=C(\N)c2ccccn2)cc1	9	109	-4	-5	108	106	97	3
17	NNC(=O)c1sc2cc(C(F)(F)F)cnc2c1-c1cccnc1	18	93	-2	1	103	93	103	3
18	COc1cccc(-n2c(SCC(=O)NCc3cccs3)nc3ccccc3c2=O)c1	1	94	0	-1	102	97	96	2
19	Cc1noc(C)c1CSCC(=O)Nc1cccc(C(F)(F)F)c1	2	95	-2	6	92	90	100	-1
20	Nc1nnn(CC(=O)N/N=C/c2ccccc2)n1	0	103	-2	1	104	108	65*	6
21	CN1C(=O)c2cccc3c(S(N)(=O)=O)ccc1c23	-3	104	3	4	104	88	84	-3
22	CCOc1ccc(CCNC(=O)COC(=O)c2nc(Cl)ccc2Cl)cc1OCC	3	102	8	5	103	115	110	4
23	CC1CC(C)CN(c2oc(-c3ccccc3Cl)nc2C#N)C1 (stereo not drawn)	-6	102	3	3	106	99	106	3
24	CC(=O)Nn1c(-c2ccccc2)cc2ccccc21	10	100	4	0	100	96	96	-6
25	Cc1ccc(C(C(=O)NC2CCCC2)N2CCCCC2)cc1 (stereo not drawn)	1	99	2	-3	97	97	98	5
26	Cc1ccc(-c2csc(=Nc3cccnc3)n2CCCn2ccnc2)cc1C	-9	99	3	31	96	93	93	1
27	Nc1c(CO)nnn1-c1ccccc1	-2	103	7	1	110	107	126	8
28	CC(=O)N1c2ccccc2C(C)(c2ccccc2)CC1(C)C (stereo not drawn)	15	97	2	0	102	110	98	-19
29	CN1CCN(NC(=O)Nc2cccc(Cl)c2Cl)CC1	-5	100	1	0	95	101	90	8
30	Cc1ccc(S(=O)(=O)N(C)c2ccc(OC(=O)CN3C(=O)NC4(CCCC4)C3=O)cc2)cc1C	4	89	17	3	94	90	99	-3

(more compounds)
nr	SMILES	procasp7 counter	RPL19A-GFP yeast	proCasp3 act	AHR activator	MEP2-GFP yeast	LAP4 TOR yeast	Yeast superoxide	GASC-1 inh
31	N=C1/C(=C\c2ccc(Br)o2)C(=O)N=C2SC(CC(=O)N3CCCCC3)=NN12	-4	48*	1	-1	152	90	121	-6
32	COC(=O)c1ccccc1NC(=S)NC(=O)c1ccc2c(c1)OCO2	·	106	·	·	99	81	102	7
33	CC(C)OCCCNC(=O)C1CCC(=O)N1C(C)C (stereo not drawn)	-6	94	0	0	95	134	95	2
34	Cc1cc(C)c(S(=O)(=O)NCc2ccc3c(c2)cc(C)n3C)c(C)c1	5	93	7	7	99	94	94	12
35	CC(=O)c1cccc(OCc2cc(C(=O)N(C)CCc3cnn(C)c3)no2)c1	·	108	·	·	101	88	108	12
36	COc1ccc(NC(=O)C2=C(C)NC(=O)NC2c2cccs2)c(OC)c1 (stereo not drawn)	5	93	-6	4	95	93	98	-14
37	COc1cccc(CNC(=O)c2cccnc2Sc2ccc(C)cc2C)c1	5	102	11	3	99	103	103	-8
38	CCOC(=O)c1cc(C(C)(C)C)oc1CN	5	104	-2	0	103	99	89	13
39	COc1ccc(CCNC(=O)C(=O)c2cn(CC(=O)N3CCOCC3)c3ccccc23)cc1	2	102	14	2	100	104	97	-4
40	Cc1[nH]c2ccccc2c1N=Nc1cccc(C(=O)O)c1	-10	88	-3	24	92	122	100	9
41	O=C1NC(c2ccc(Cl)cc2)Nc2ccccc21 (stereo not drawn)	6	100	9	80*	93	108	109	-4
42	CCn1c(NCc2ccc(N(C)C)cc2)nc2ccccc21	-1	99	-1	24	99	95	118	-13
43	CCOC(=O)N1CCC(NC(=O)c2ccc(N3CCC4(CC3)OCCO4)c([N+](=O)[O-])c2)CC1	1	92	-5	-3	96	92	103	-5
44	CC(C)CN1CCN=C1N(C)C	9	97	10	3	101	91	99	5
45	COc1ccc(/C=N/NC(=O)CN(CCc2ccccc2)S(=O)(=O)c2ccc(NC(C)=O)cc2)cc1OC	-8	101	7	10	103	94	101	-27

A few values from the entries so far.
Under LAP4 TOR yeast, Cc1[nH]c2ccccc2c1N=Nc1cccc(C(=O)O)c1 reads 122
Under GASC-1 inh, CC(=O)c1cccc(OCc2cc(C(=O)N(C)CCc3cnn(C)c3)no2)c1 reads 12
Under GASC-1 inh, O=C1NC(c2ccc(Cl)cc2)Nc2ccccc21 (stereo not drawn) reads -4
Under AHR activator, CCOC(=O)N1CCC(NC(=O)c2ccc(N3CCC4(CC3)OCCO4)c([N+](=O)[O-])c2)CC1 reads -3
Under RPL19A-GFP yeast, COc1ccc(/C=N/NC(=O)CN(CCc2ccccc2)S(=O)(=O)c2ccc(NC(C)=O)cc2)cc1OC reads 101
Under procasp7 counter, CCOC(=O)c1cc(C(C)(C)C)oc1CN reads 5
Under Yeast superoxide, CC(C)OCCCNC(=O)C1CCC(=O)N1C(C)C (stereo not drawn) reads 95

(further entries)
nr	SMILES	procasp7 counter	RPL19A-GFP yeast	proCasp3 act	AHR activator	MEP2-GFP yeast	LAP4 TOR yeast	Yeast superoxide	GASC-1 inh
46	CC(C)(C)[C@H]1C=C(C(=O)NCc2ccccc2)O[C@@H](OCc2ccc(CO)cc2)C1	-6	94	-3	-1	95	133	99	2
47	CC1CCN(CCNC(=O)C2CCCN(S(=O)(=O)c3cccc4nsnc34)C2)CC1 (stereo not drawn)	-1	97	-4	2	97	105	110	1
48	CCc1cccc2c(C(=O)CSc3nnc(-c4ccncc4)n3C)c[nH]c12	-13	104	-4	11	101	95	89	0
49	CCO[C@@H]1OC(C(=O)N2CCN(Cc3ccc4c(c3)OCO4)CC2)=C[C@H](c2cn(C(C)=O)c3ccccc23)[C@H]1CCCO	3	112	11	0	97	106	100	23
50	Cc1ccc2[nH]c(=O)c(COC(=O)C3CCCCC3)cc2c1	8	93	5	-2	108	100	101	9
51	CCOc1ccc(NC(=O)c2nc(SCC)ncc2Cl)cc1	-1	101	-1	29	105	97	72	0
52	COc1ccc(CCn2c(C3CCCCC3)nc3c(c(=O)c4ccccc4n3C)c2=O)cc1	12	96	-2	25	82	105	72	6
53	Cc1ccc(-n2nc3c([n+]2[O-])CCc2nonc2-3)cc1	-3	99	1	3	104	102	109	3
54	O=C1OCCN1CCN(CN1C(=O)CCC1=O)CN1C(=O)CCC1=O	-3	104	10	0	104	109	88	-7
55	COc1ccc2cc3cc(C(=O)N4CCCC(C)C4)oc3nc2c1 (stereo not drawn)	-7	94	-1	8	92	92	128	1
56	CCOC(=O)N1CCN(S(=O)(=O)c2ccc(Cl)cc2)CC1	-10	72[may fluoresce violet]	-4	1	94[may fluoresce violet]	90[may fluoresce violet]	93	-2
57	COc1ccc(NS(=O)(=O)c2cccc(C(=O)NNC(=O)CNC(=O)c3ccccc3)c2)cc1	-1	104[may fluoresce green]	-2	1	97[may fluoresce green]	96[may fluoresce green]	103	1
58	COC(=O)C1=C(C)N(c2ccc(OC)cc2)C(=O)/C1=C\c1cccs1	-5	102	6	4	104	91	102	8
59	Cc1nc(SCC(=O)OCc2ccccc2)c2c(=O)n(C)c(=O)n(C)c2n1	-4	95	-2	0	98	102	105	-9
60	Cc1ccc(C(=O)COc2cc(C)nc3nncn23)cc1	1	94	-12	1	87	99	89	-3

Further entries
nr	SMILES	procasp7 counter	RPL19A-GFP yeast	proCasp3 act	AHR activator	MEP2-GFP yeast	LAP4 TOR yeast	Yeast superoxide	GASC-1 inh
61	C=CCn1c(SCC(=O)Nc2ccc(OC)cc2)nc2c([nH]c3ccccc32)c1=O	8	101	6	37	100	87	105	-4
62	COC(=O)c1sccc1NC(=O)CC1C(=O)NCCN1C(=O)Nc1ccccc1 (stereo not drawn)	2	100	4	1	89	108	112	-5
63	O=C(COC(=O)c1ccc(Cl)cc1)NCC1CCCCC1	1	102	5	0	104	103	124	-16
64	C=C(C)C1CC=C(C)/C(=N/NC(=O)CCC(=O)Nc2ccccc2Cl)C1 (stereo not drawn)	-4	102	13	5	102	101	106	5

Screen by screen, from the results shown:
Nos. 61 to 64 in LAP4 TOR yeast, in turn: 87, 108, 103, 101
Nos. 61 to 64 in AHR activator, in turn: 37, 1, 0, 5

AHR activator, what is marked active above
entry | compound | RPL19A-GFP yeast | proCasp3 act | AHR activator | MEP2-GFP yeast | LAP4 TOR yeast | GASC-1 inh
41 | O=C1NC(c2ccc(Cl)cc2)Nc2ccccc21 (stereo not drawn) | 100 | 9 | 80* | 93 | 108 | -4

3 entries from above, sorted by the value under RPL19A-GFP yeast, smallest number first.
cpd	SMILES	RPL19A-GFP yeast
29	CN1CCN(NC(=O)Nc2cccc(Cl)c2Cl)CC1	100
45	COc1ccc(/C=N/NC(=O)CN(CCc2ccccc2)S(=O)(=O)c2ccc(NC(C)=O)cc2)cc1OC	101
16	COc1ccc(C(=O)O/N=C(\N)c2ccccn2)cc1	109

High-throughput results as filed in PubChem.

Outcome played no part in choosing rows; any-hit rate near 3.8%.
